# Source: PubChem BioAssay (several laboratories)
# Diaphorase inh = diaphorase inhibitors and chemical oxidizers, primary screen, counter-screen for diaphorase-coupled primary assays, biochemical, uHTS, resorufin fluorescence | actives 0.69% (n = 190,000) | diaphorase resazurin-to-resorufin fluorescence, NADH, 16 min; bacterial (C. kluyveri) enzyme, not human | AID 1217, 2008 | inhibition, % at 20 µM;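 active = primary screen inhibition at 20 µM above a set limit, cut at about 50% in these data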;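 note: plate controls were DMSO with full reaction for no effect and wells lacking NADH for full effect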
#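 Assay system: diaphorase enzyme from Clostridium kluyveri; Input: enzyme working solution with 0.14 U/mL diaphorase; Timing: 16 min at room temperature; Technique: resorufin fluorescence, excitation 544 nm, emission 590 nm; Benchmarks: positive control minus NADH, DMSO neutral control.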
# STAT1 blocker = STAT1 signaling inhibitors, primary screen, cell-based, HTS, luciferase reporter; NIH 3T3 STAT1-luciferase reporter, IFN-gamma, luminescence; inhibition, % at 5.5 µM; actives 0.35% (n = 200,000); AID 920, 2007;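 active = inhibition above a set limit, the mean inhibition across all tested compounds plus 3 SD, cut at about 34% in these data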;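 note: 0% = IFN-gamma with DMSO and 100% = IFN-gamma with 300 µM nifuroxazide; values of inactives mirror those of a sister screen read the other way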
# Diaph act CS = compounds boosting diaphorase resazurin reduction – biochemical, uHTS, resorufin fluorescence, counter-screen for diaphorase-coupled primary assays, primary screen; AID 1229, 2008; activation factor at 20 µM; Diaphorase/resazurin coupled assay, 16 min; active compounds read high; 1 = vehicle wells, 0 = NADH-free wells; actives 0.005% (n = 190,000);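 active = diaphorase activity raised at least twofold by the compound at 20 µM; inactive = activation factor below 2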
#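 Material: Clostridium kluyveri diaphorase, purified enzyme; Quantity: enzyme 0.07 U/mL final; Medium: HEPES pH 7.4 buffer with MgCl2 and Tween 20; Dosing: single compound dose of 20 µM, 1% DMSO final; Schedule: 16 min reaction at room temperature; Measured by: red resorufin fluorescence at 544/590 nm excitation/emission.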
# STAT1 activator = STAT1 signaling activators, primary screen, cell-based, HTS, luciferase reporter | NIH 3T3 STAT1-luciferase reporter, IFN-gamma, luminescence; 100% = IFN-gamma alone, no compound | activation (% of control), % at 5.5 µM | actives 2.6% (n = 200,000) | AID 932, 2007;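 active = activation above the screen-wide mean activation plus 3 SD, cut at about 130% in these data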;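 note: raw ratio to IFN-gamma control signal so 100% means no change and 0% no light; values of inactives mirror those of a sister screen read the other way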
# G6PDH counter = L. mesenteroides G6PDH inhibitors, counter-screen for G6PDH-coupled screening assays, biochemical, Leuconostoc mesenteroides enzyme | glucose-6-phosphate dehydrogenase [Leuconostoc mesenteroides] | Purified L. mesenteroides G6PDH, diaphorase/resazurin coupled fluorescence, 45 min | inhibition, % at 5 µM | actives 0.12% (n = 200,000) | AID 1020, 2008; in the data active = inhibition above about 50%
# Hsp70 act = Hsp70 transcriptional activators, primary screen, cell-based, HeLa, Hsp70 promoter luciferase, luminescence, 10 µM. HeLa Hsp70 promoter luciferase reporter; scaled: vehicle 0, proteasome-inhibitor control 100%. AID 1203, 2008. activation, % at 10 µM. actives 0.04% (n = 200,000);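 active = activation above the mean across all tested compounds plus 3 SD, cutoff set per campaign, cut at about 5.5% in these data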;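 note: 100% = MG132 at 30 µM as the positive control and 0% = DMSO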
# APP transl inh = inhibitors of APP translation via 5'UTR reporter, primary screen, APP 5'UTR luciferase, SH-SY5Y cells; SH-SY5Y APP 5'UTR-luciferase reporter, luminescence; inhibition, % at 2 µM; actives 0.82% (n = 190,000); AID 1285, 2008;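 active = inhibition above a set limit, derived from the sample mean plus 3 SD, cut at about 45% in these data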; note: values of inactives mirror those of a sister screen read the other way
# TLR4-MyD88 BLA = inhibitors of TLR4-MyD88 association in cells, primary screen, cell-based, HeLa CL3-4, BLA complementation, FRET ratio; Toll-like receptor 4 (Homo sapiens) + Myeloid differentiation primary response protein …; HeLa CL3-4 TLR4/MyD88 BLA complementation; inhibition, % at 8.4 µM; actives 0.18% (n = 200,000); AID 861, 2007; in the data active = inhibition above about 25%;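 note: 0% = vehicle and 100% = reference inhibitor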
# Target sequence (O00206 whole entry, looked up): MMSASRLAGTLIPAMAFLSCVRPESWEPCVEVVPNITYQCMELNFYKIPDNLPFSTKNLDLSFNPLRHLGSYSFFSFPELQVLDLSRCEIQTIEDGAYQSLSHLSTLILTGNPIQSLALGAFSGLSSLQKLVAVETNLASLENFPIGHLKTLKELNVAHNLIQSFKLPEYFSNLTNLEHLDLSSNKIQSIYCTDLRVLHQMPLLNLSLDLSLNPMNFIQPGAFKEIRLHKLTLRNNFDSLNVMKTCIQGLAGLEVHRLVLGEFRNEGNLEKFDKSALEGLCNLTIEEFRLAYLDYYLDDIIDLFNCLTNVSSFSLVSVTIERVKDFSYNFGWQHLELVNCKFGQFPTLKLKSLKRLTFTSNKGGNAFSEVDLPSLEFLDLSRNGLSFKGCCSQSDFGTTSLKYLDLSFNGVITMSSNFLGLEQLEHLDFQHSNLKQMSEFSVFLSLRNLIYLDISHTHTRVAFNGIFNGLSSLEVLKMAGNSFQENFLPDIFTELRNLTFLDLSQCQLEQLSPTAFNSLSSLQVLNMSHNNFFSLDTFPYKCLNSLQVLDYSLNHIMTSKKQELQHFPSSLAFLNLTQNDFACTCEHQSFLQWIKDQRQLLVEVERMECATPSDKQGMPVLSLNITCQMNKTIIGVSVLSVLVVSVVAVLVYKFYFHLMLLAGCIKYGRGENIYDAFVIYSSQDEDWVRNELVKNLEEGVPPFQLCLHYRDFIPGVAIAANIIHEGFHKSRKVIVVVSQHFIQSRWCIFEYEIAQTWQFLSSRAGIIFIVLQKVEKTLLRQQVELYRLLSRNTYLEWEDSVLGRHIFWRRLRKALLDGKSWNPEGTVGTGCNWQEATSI
# Target sequence (Q99836 whole entry, looked up): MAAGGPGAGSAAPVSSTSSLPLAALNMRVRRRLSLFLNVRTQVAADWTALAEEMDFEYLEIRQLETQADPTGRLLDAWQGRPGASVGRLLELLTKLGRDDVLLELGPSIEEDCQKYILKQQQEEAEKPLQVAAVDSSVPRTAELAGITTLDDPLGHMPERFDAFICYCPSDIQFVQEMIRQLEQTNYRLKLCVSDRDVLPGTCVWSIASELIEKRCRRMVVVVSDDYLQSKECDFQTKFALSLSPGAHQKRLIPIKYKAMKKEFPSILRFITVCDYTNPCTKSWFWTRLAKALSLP
# STAT3 inh = IL-6 driven STAT3 reporter inhibitors, primary screen, U3A cells, luciferase, luminescence, MLSCN library | IL-6 STAT3-luciferase reporter; host cell line lacks STAT1 | inhibition, % at 5.5 µM | actives 0.89% (n = 190,000);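 active = inhibition above the mean inhibition across all screened compounds plus 3 SD, cut at about 44% in these data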;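 note: 0% = DMSO only wells and 100% = 100 µM nifuroxazide control wells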
# STAT3 act = IL-6 driven STAT3 reporter potentiators, primary screen, U3A cells, luciferase, luminescence, MLSCN library. IL-6 STAT3-luciferase reporter; 100% = signal with IL-6 EC80 alone. activation (% of control), % at 5.6 µM. actives 0.91% (n = 190,000);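 active = activation above the screen-wide mean of compound activation plus 3 SD, cut at about 130% in these data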;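 note: 0% = background luminescence of wells with medium and substrate only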
#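 Material: STAT1-lacking human U3A cells, STAT3 luciferase reporter | Benchmarks: IL-6-only wells as 100% reference | Probe or stimulus: IL-6 (33 ng/mL) | Timing: Compound 1 h, then IL-6 6 h at 37 °C | Detection: Luminescence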
# * marks the source's active call; other numbers are inactive results; . = not tested or not shown. Outcome played no part in choosing rows, and some 6.1% of all compounds hit somewhere here.
# Second line of a record: Diaphorase inh	STAT1 blocker	Diaph act CS	STAT1 activator	G6PDH counter	Hsp70 act	APP transl inh	TLR4-MyD88 BLA	STAT3 inh	STAT3 act
Cc1ccc(OS(=O)(=O)c2cn(C)c(=O)n(C)c2=O)cc1C
 : 0	0	1	100	0	-0.4	-11	0	-9	107
Nc1nc2n(n1)C(c1cccs1)CC(c1ccc(F)cc1)N2 (centres undefined)
 : 8	-3	0.9	103	8	0.4	-12	4	1	103
O=C(c1cnn(C(=O)c2ccccc2)c1)c1ccccc1O
 : 8	0	0.9	100	-8	0.1	-23	-17	9	93
CCCn1c(-c2cccnc2Cl)nc2cc(Cl)c(Cl)cc21
 : 16	-3	0.8	103	-13	-0.1	-19	-14	-6	110
COc1ccc(-c2nc(CSCC(=O)N3CCN(C)CC3)c(C)o2)cc1OC
 : 9	-2	0.9	102	-4	-0.2	3	2	-6	109
Cc1cc(C)n(CNc2nc(C(F)(F)F)cs2)n1
 : 8	5	0.9	95	14	-0.2	-1	4	2	103
Cc1ccccc1N1C(=O)CSC1=C(C#N)C#N
 : 8	5	0.9	95	6	-0.4	-11	-10	8	98
Cn1c(=O)c2c(nc(-n3ccnc3)n2Cc2ccc(Cl)cc2Cl)n(C)c1=O
 : 18	6	0.8	95	6	0.1	2	-6	3	102
O=C(COc1ccc(F)cc1Br)NCc1ccccn1
 : 16	-20	0.8	116	-5	0.1	-16	-14	12	90
COc1cc(CNC(C)(C)CO)cc(Br)c1OCc1ccc(Cl)cc1Cl
 : 0	-7	1	106	0	-0.3	-9	5	6	98
CN1CCN(c2ccc([N+](=O)[O-])cc2S(=O)(=O)N2CCOCC2)CC1
 : 20	-1	0.8	101	-1	0.0	-9	-7	8	97
COc1ccc2cc(CN(CCc3ccccc3)Cc3nnnn3CC3CCCO3)c(=O)[nH]c2c1 (centres undefined)
 : 1	-7	1	106	3	0.0	-1	-6	-2	102
Cc1cc(=O)[nH]c(SCC(=O)NNC(=O)Cc2ccccc2)n1
 : -6	2	1.1	98	0	0.0	-26	-2	2	103
O=C1N/C(=N/N=C/c2ccccc2)SC1(c1ccccc1)c1ccccc1
 : 7	-6	0.9	104	11	-0.2	.	6	0	100
FC(F)(F)COc1nc(N/N=C/c2cccnc2)nc(N2CCCCC2c2ccccn2)n1 (centres undefined)
 : 3	-15	1	112	-5	-0.2	-2	-12	-1	106
COc1ccc(-n2cnnc2SCC(=O)NCc2cccs2)cc1
 : 9	4	0.9	96	4	-0.3	-1	1	5	101
Cc1ccc(C)c(Oc2coc3cc(OCC(=O)Nc4ccccc4C(C)C)ccc3c2=O)c1
 : 22	0	0.8	100	-18	-0.3	-27	-4	-5	104
CN1C(=O)C2C=CC1C1C(=O)N(c3ccccc3)C(=O)C21 (centres undefined)
 : 11	9	0.9	92	16	-0.2	11	8	-11	113
Cc1ccc(-c2nnc(CSc3nnc(COc4ccccc4)n3-c3ccc(C)cc3)o2)cc1
 : 30	-7	0.7	106	11	-0.3	-15	-18	-3	105
CC(C)(C)C(=O)Nc1ccccc1C(=O)NCCCn1ccnc1
 : 1	5	1	94	2	-0.2	-14	-2	1	101

# Part of the list above with just APP transl inh and Hsp70 act:
smiles,APP transl inh,Hsp70 act
CC(C)(C)C(=O)Nc1ccccc1C(=O)NCCCn1ccnc1,-14,-0.2
O=C(c1cnn(C(=O)c2ccccc2)c1)c1ccccc1O,-23,0.1
FC(F)(F)COc1nc(N/N=C/c2cccnc2)nc(N2CCCCC2c2ccccn2)n1 (centres undefined),-2,-0.2

# Carrying on.
# Second line of a record: Diaphorase inh	STAT1 blocker	Diaph act CS	STAT1 activator	G6PDH counter	Hsp70 act	APP transl inh	TLR4-MyD88 BLA	STAT3 inh	STAT3 act
O=C(CCSc1ccc(Cl)cc1)N1CCOCC1
 : 6	-28	0.9	127	4	-0.1	-18	-4	1	102
CC(C)/C=C1\CC/C(=C\c2cccnc2)C1=O
 : 6	10	0.9	90	-2	0.1	19	14	3	99
COc1cccc(-n2c(SCC(=O)Nc3nccs3)nnc2-c2ccoc2C)c1
 : 19	5	0.8	96	-2	-0.4	-13	-11	7	95
COCCOC(=O)c1c(C)oc2ccc(OCc3ccccc3)cc12
 : 14	11	0.9	90	-1	-0.4	16	4	15	90
CCOC(=O)/C(C#N)=C/c1cn(CCOc2ccccc2)c2ccccc12
 : 12	-1	0.9	101	-16	-0.3	-4	1	-3	103
CC(Oc1ccccc1)C(=O)NCc1cccnc1 (centres undefined)
 : -15	2	1.2	98	1	-0.6	1	2	7	98
Cc1ccc(C(=O)Nc2cccc([N+](=O)[O-])c2)cc1S(=O)(=O)Nc1ccc(C(=O)O)cc1
 : 14	-11	0.9	109	2	-0.2	-11	-2	-1	103
Cc1csc(NC(=O)c2cc3c(s2)CCCCC3)n1
 : 0	68*	1	38	3	-0.4	-129	-2	97*	20
O=S(=O)(c1ccc2ccccc2c1)N1CCCCC1
 : 1	-2	1	102	12	-0.2	1	11	-5	108
O=C(Oc1ccc2ccc(=O)oc2c1)N1CCOCC1
 : 7	3	0.9	97	0	-0.1	0	2	7	97
Cc1ccc(S(=O)(=O)Cc2cn3cccnc3n2)cc1
 : 6	-10	0.9	108	5	-0.3	4	-6	10	97
CC(C)=C1C2CCC1C1C(=O)N(c3nc(-c4ccc(F)cc4)c(C)s3)C(=O)C21 (centres undefined)
 : 13	-8	0.9	107	0	0.2	3	9	10	96
O=C(N/N=C/c1ccccn1)c1ccc(Br)o1
 : 23	-19	0.8	117	19	0.7	9	0	18	93
CCSc1nnc(NC(=O)C2(C)Cc3ccccc3C(=O)O2)s1 (centres undefined)
 : 4	2	1	98	2	0.0	-22	-30	8	96
Cc1ccc(N=C2CCCCCN2C)c(C#N)c1
 : -20	0	1.2	105	15	-0.2	-8	-2	-3	105
Cc1ccc(NC(=O)COC(=O)C2CSC3(C)CCC(=O)N23)cc1S(=O)(=O)N1CCOCC1 (centres undefined)
 : 9	-4	0.9	102	8	-0.1	9	17	-11	110
CCCCCC(O)CCC(=O)NNC1=CC(=O)CC(C)(C)C1 (centres undefined)
 : 16	7	0.8	94	8	1.0	-17	-4	6	99
CN(CC(=O)NCCc1ccccn1)S(=O)(=O)c1ccc(Cl)cc1
 : 8	3	0.9	98	-1	-0.2	-15	0	4	97
CSCCC(NS(=O)(=O)c1ccc(Cl)cc1)C(=O)OCC(=O)c1c(C)[nH]c2ccccc12 (centres undefined)
 : 28	9	0.7	92	7	-0.5	-1	2	5	100
Cn1c(C(=O)N2CCc3ccccc3C2)cc2oc3ccccc3c21
 : 12	-17	0.9	114	6	-0.1	-59	6	5	100
CCC(C)(C(=O)NC1CCCC1)N(C(=O)CC1NC(=O)NC1=O)c1ccc(C)cc1 (centres undefined)
 : 14	0	0.9	100	0	-0.2	4	0	2	104
C/C(=N\NC(=O)CNc1cccc(C(F)(F)F)c1)c1cccc(Br)c1
 : 27	-2	0.7	102	-11	-0.2	2	-7	-8	102
N#CC1=C(N)Oc2n[nH]c(-c3cccs3)c2C1C1C=CCCC1 (centres undefined)
 : 24	5	0.8	95	13	-0.2	4	17	23	86
Cc1cc(C)nc(NC(=O)c2ccc(COc3ccccc3Cl)cc2)c1
 : 18	6	0.8	95	1	0.2	3	-11	21	89
C/C(=N\Nc1nc2ccccc2[nH]1)c1ccc2c(c1)OCO2
 : -7	13	1.1	88	2	-0.2	-36	5	-9	107
C/C(=N\OCC(=O)NCC(F)(F)F)c1cc2ccccc2o1
 : 6	-22	0.9	119	3	0.0	-15	2	-2	102
CCOC(=O)/C(=C\c1c[nH]c2ccccc12)NC(C)=O
 : 12	12	0.9	89	9	-0.4	-13	4	-24	116
CC1CCCN(CC(O)COC(c2ccccc2)c2ccccc2)C1 (centres undefined)
 : 13	16	0.9	84	7	-0.5	-7	-7	-11	110
COc1ccccc1NS(=O)(=O)c1cccc(C(=O)N/N=C(\C)c2ccc(-n3ccnc3)cc2)c1
 : 12	-6	0.9	106	-6	0.1	.	5	1	98
O=C(CCCCn1c(=O)c2ccccc2n(CC(=O)NC2CCCC2)c1=O)NCc1ccco1
 : 5	2	1	99	18	-0.4	-8	-7	8	98
O=C(Nc1cccc(Cl)c1)c1ccc(F)c(S(=O)(=O)NCc2cccs2)c1
 : 22	8	0.8	93	-7	-0.5	3	-1	3	94
CCCSc1nsc(SCCC)c1C(N)=O
 : 12	-3	0.9	102	1	0.5	-28	8	9	100
CSc1nc(-c2ccc(Cl)cc2)nn1C(=O)c1ccco1
 : 6	-10	0.9	109	11	0.1	-14	9	7	97
COc1cccc(C(O)c2cnc(C(C)C)n2C)c1OC (centres undefined)
 : 2	-3	1	101	17	-0.2	3	-8	11	95
COc1ccc(CNC(=O)COC(=O)[C@H](Cc2c[nH]c3ccccc23)NC(=O)c2cccs2)cc1
 : 15	-2	0.8	102	-2	-0.5	6	-5	1	104
C=CCN1C(=O)C(CC(=O)O)SC1=Nc1ccc(C)cc1 (centres undefined)
 : 4	2	1	97	2	-0.1	-9	-10	7	98
COCC(C)n1c(-c2ccc3c(c2)NC(=O)CO3)csc1=Nc1ccc(OC(F)F)cc1 (centres undefined)
 : 25	0	0.8	100	1	-0.4	14	-14	35	72
CCN(CC)S(=O)(=O)c1ccc(NCc2ccccc2)nc1
 : 18	0	0.8	100	7	-0.4	-24	-2	3	102
O=C(NCCN1CCOCC1)c1cc(-c2ccc(F)cc2)on1
 : 4	-1	1	101	2	0.2	-8	5	-3	105
N#Cc1ccc(C(=O)Nc2ccn(-c3ccccc3)n2)cc1
 : 20	0	0.8	100	-8	-0.3	6	-2	19	86
O=C(COC(=O)c1ccc(Cl)nc1)c1ccc2c(c1)OCCO2
 : 0	-3	1	100	2	0.2	-46	-6	23	83
